Tb PFK inh – blocks T. brucei phosphofructokinase; O15648; T. brucei PFK, ADP-Glo luminescence; Potency, µM (top dose mostly 57.5 µM), without a hit: at the top dose activity, negative = inhibition, hits mostly inhibitors; 0.17% of 330,000 active; AID 485367;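 further: potency means the concentration at half of the fitted maximal effect; 0% = uninhibited 1x PFK enzyme wells and -100% = no-enzyme wells; nearly all actives have a fitted effect of over 60% in size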
Target sequence (O15648 whole entry, looked up): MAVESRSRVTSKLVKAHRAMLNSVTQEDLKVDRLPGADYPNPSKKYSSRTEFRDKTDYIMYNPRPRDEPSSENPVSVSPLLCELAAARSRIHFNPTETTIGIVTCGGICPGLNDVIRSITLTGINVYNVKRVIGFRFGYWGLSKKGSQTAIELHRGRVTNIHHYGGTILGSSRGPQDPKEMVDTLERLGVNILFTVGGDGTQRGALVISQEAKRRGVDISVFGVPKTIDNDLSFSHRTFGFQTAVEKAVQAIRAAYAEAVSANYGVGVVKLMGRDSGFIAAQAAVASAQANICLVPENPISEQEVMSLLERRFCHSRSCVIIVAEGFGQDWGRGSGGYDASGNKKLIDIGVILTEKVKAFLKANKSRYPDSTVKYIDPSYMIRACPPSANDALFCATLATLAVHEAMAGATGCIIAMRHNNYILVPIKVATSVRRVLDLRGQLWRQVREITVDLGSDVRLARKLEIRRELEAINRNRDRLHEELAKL
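Compounds were pin-transferred as a titration series up to 57 uM into substrate buffer (0.5 mM F6P, 0.1 mM ATP, pH 8.0), then 1.25 nM PFK was added and reactions ran 45 min before ADP-Glo detection.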
Mito fusion act – mitochondrial division inhibition or fusion activation; 0.23% of 320,000 active; Potency, µM (top dose mostly 46.1 µM), for the others: top-dose growth rescue (activation), most hits filed as activators; S. cerevisiae fusion-defective mutant growth rescue, CellTiterGlo 48 h;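 further: potency means the concentration at half of the fitted maximal effect; % of control where 0% means no effect; nearly all actives have a fitted effect of over 45% in size; temperature-sensitive fusion mutants such as fzo1-1 at 37 °C on non-fermentable ethanol glycerol medium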
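Temperature-sensitive fusion-defective S. cerevisiae (e.g. fzo1-1, mgm1-5) were grown with compound in YPEG medium (3% ethanol, 3% glycerol) for 48 hours at 37C. Growth rescue was measured as viability by CellTiterGlo luminescence after 10 minutes at ambient.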
Eya2 phos inh – inhibitors of human Eya2 phosphatase activity. recombinant Eya2, OMFP fluorescence dephosphorylation (OMFP is methylfluorescein phosphate). 0.006% of 330,000 active. Potency, µM (doses to about 76.9 µM), inactives show at the top dose activity, negative = inhibition, usual class: inhibitors; further: potency means the concentration at half of the fitted maximal effect; on the % scale 0 is the no-effect control and ±100 the full control effect
Target sequence (O00167 whole entry, looked up): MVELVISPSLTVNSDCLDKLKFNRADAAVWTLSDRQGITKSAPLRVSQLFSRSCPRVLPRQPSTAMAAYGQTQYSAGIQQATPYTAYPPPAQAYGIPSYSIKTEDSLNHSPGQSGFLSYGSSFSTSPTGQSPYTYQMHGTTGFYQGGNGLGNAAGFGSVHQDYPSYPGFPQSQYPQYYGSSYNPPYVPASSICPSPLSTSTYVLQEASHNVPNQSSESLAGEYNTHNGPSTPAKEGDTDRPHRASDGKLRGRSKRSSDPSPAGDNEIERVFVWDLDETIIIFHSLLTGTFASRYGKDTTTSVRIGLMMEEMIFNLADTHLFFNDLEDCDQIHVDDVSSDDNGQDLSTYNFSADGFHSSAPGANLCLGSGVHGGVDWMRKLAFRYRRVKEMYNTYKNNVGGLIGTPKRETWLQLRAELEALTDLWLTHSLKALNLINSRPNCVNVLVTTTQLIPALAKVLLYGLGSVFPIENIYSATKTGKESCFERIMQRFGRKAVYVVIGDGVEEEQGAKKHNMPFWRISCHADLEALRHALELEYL
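Eya2 (0.2 uM) preincubated 10 min at ambient with compound, then OMFP substrate added at 50 uM; 10 min reaction in 50 mM HEPES pH 7.5, 50 mM NaCl, 5 uM MgCl2, 0.05% BSA, 1 mM DTT. Fluorescence read at Ex 485/Em 525 nm.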
TSHR antagonist – antagonists of human thyroid stimulating hormone receptor. P16473. TSHR-expressing cells, TSH-stimulated cAMP HTRF, 2 h; hits give low values. activity change, negative = inhibition, % at 11.5 µM. 0.2% of 330,000 active. AID 504810;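 active means activity change below a set negative limit, meaning inhibition stronger than a set level, cut at about -70% in these data; inconclusive means activity change between two set negative limits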; further: on the % scale 0 is the no-effect control and ±100 the full control effect
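Freshly harvested TSHR cells receive pin-tooled compound, then EC80 TSH at 4nM final. After 2 hours at 37 deg C, antibody in lysis buffer and cAMP-d2 are added; 30 minutes at ambient temperature precede the HTRF read.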
Chronic BCR inh – chronic active BCR signaling inhibition. 0.05% of 340,000 active. Potency, µM (series often up to 46.1 µM), inactives show at the highest dose ratio change, negative = lower green/red ratio, most hits filed as inhibitors. ABC-DLBCL IkBa-CBG/CBR reporter, luminescence ratio, 4 h; active means well fitted inhibition curve with a large enough effect in the signal ratio, with a control signal flat, not every such curve was filed as active; inconclusive means small, poorly fitted or top-dose-only effect, or effect the other way, or a change in a side signal; the % refers to the signal ratio;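 further: potency means the concentration at half of the fitted maximal effect; plate controls were basal doxycycline-induced cells for no effect and cells given 10 µM MG132 for full effect; MG132 reads +100%, hits lower the ratio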
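TMD8 human ABC-DLBCL cells with doxycycline-inducible IκBα–green luciferase fusion and unfused red luciferase, in 0.5% FBS medium; compounds up to 46 uM, 4 h at 37C. Green/red luminescence ratio, filter-overlap corrected, fitted to concentration-response curves.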
uPA generation – inhibitors of cell surface uPA generation | cell surface uPA generation assay, qHTS | Potency, µM (titrated, usually from 38.3 µM), for the others: at the top dose activity change, negative = inhibition, most hits filed as inhibitors | 0.31% of 330,000 active | AID 540303; active means well fitted inhibition curve with a large enough effect; inconclusive means small, poorly fitted or top-dose-only effect; inactive means no such curve, though single readings can be large or run the other way; tested in mouse RAW 264.7 cells; further: potency means the concentration at half of the fitted maximal effect; on the % scale 0 is the no-effect control and ±100 the full control effect; nearly all actives have a fitted effect of over 55% in size
B2AR arrestin – recruits beta-arrestin to the human beta2-adrenergic receptor; P07550; beta-arrestin recruitment to beta2AR, cell-based reporter; Potency, µM (highest dose often 46.1 µM), for inactives: at the top dose activation, hits mostly activators; 0.02% of 330,000 active;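 further: potency means the concentration at half of the fitted maximal effect; 0% = DMSO controls and full agonism = EC100 isoproterenol or metaproterenol; nearly all actives have a fitted effect of over 65% in size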
TCR activator – T cell receptor activation; primary human leukocytes, anti-CD3, IL-2 HTRF, 48 h; Potency, µM (highest dose often 9.22 µM), without a hit: top-dose activation of IL-2 secretion, most hits filed as activators; 330,000 tested, under 10 active; AID 504894; further: % of control where 0% means no effect
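Human primary leukocytes + a-CD3 beads + cpd, 48 hr; IL-2 in supernatant by HTRF (ex 320nm / em 665nm). No co-stimulatory signal supplied.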
PTAP TSG101 blk – blocks PTAP/TSG101 interaction to inhibit HIV-1 budding | Q99816 | 340,000 tested, under 10 active | Fluorescence polarization, FITC-PTAP peptide / Tsg101 binding | AID 493005 | Potency, µM (top dose mostly 115 µM), for the others: at the top dose activity change, negative = inhibition, actives largely listed as inhibitors; active means well fitted inhibition curve with a large enough effect in the main read-out, with a control signal flat, not every such curve was filed as active; inconclusive means small, poorly fitted or top-dose-only effect, or effect the other way, or a change in a side signal; inactive means no such curve, though single readings can be large or run the other way; further: potency means the concentration at half of the fitted maximal effect; % of control where 0% means no effect
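Fluorescence polarization binding of Tsg101 binding domain (10 uM final) to FITC-labeled PTAP peptide (50 nM final) in HEPES pH 7.5 buffer with NaCl, Tween 20, EDTA, TCEP. Compounds added before peptide; binding 20 min at RT.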
ELG1 DNA repair – blocks ELG1-dependent DNA repair in HEK293T cells; 2.3% of 330,000 active; Potency, µM (highest dose often 46.1 µM), inactives show at the highest dose activity change, negative = inhibition, most hits filed as inhibitors; HEK293T ELG1-luciferase reporter, luminescence, 16 h; DNA damage induced by 5-fluorouridine; further: potency means the concentration at half of the fitted maximal effect; on the % scale 0 is the no-effect control and ±100 the full control effect; nearly all actives have a fitted effect of over 55% in size
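Luminescence from the luciferase reporter, measured 30 min after ONE-Glo reagent at room temperature, was the read-out. Beforehand, 2,000 cells per well were exposed for 16 hr at 37 °C to 5-fluorouridine together with compound or vehicle.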
USP2a block – blocks human ubiquitin-specific protease USP2a; O75604; USP2 core, Ub-CHOP2 coupled fluorogenic reporter, 485/531; Potency, µM (titrated, usually from 38.3 µM), for inactives: at the highest dose activity change, negative = inhibition, actives largely listed as inhibitors; 0.01% of 330,000 active; AID 463254;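 further: potency means the concentration at half of the fitted maximal effect; plate controls were DMSO wells for no effect and full inhibition by NEM control for full effect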
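Cell-free coupled assay: 10nM USP2 core preincubated 30min RT with compound in Tris-HCl pH 8.0/CaCl2/CHAPS buffer, then 25nM Ub-CHOP2 and 25nM reporter substrate; fluorescence (Ex 485/Em 531) read after 60min RT, normalized to NEM inhibition, concentration-response curves fitted.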
Starred values were filed as active, the others as inactive; ? = inconclusive; . = not tested or not shown; [ ] = remark or other dose. Unless noted, the call rests on the fitted dose curve; in most records, active means well fitted curve in the direction sought with a large enough effect; inconclusive means small, poorly fitted or top-dose-only effect, or another doubt; inactive means no such curve, though single readings can be large; an effect the other way counts as inactive or inconclusive.

SMILES | Tb PFK inh | Mito fusion act | Eya2 phos inh | TSHR antagonist | Chronic BCR inh | uPA generation | B2AR arrestin | TCR activator | PTAP TSG101 blk | ELG1 DNA repair | USP2a block
O=C(CSc1ccc(-c2cccs2)nn1)N1CCCCCC1 | -7% | -18% | 1% | 22 | 14% | -1% | -0.5% | -3%[46.1 µM] | -1% | ? | -3%
Cn1c(=O)[nH]c(=O)c2c1[nH]c(=S)n2CCCc1ccccc1 | -4% | -1% | 9% | -13 | -9% | 3% | -0.6% | -10% | -8% | 1% | 0%
CC(NC(=O)COC(=O)C1CSC2(C)CCC(=O)N12)C12CC3CC(CC(C3)C1)C2 (configuration not stated) | 4% | -2% | 4% | 34 | -6% | 0% | -0.1% | -4% | -3% | 11% | -1%
CCOC(=O)C1(CC2CC2)CCN(C(=O)c2ocnc2C)CC1 | -3% | 2% | 1% | 3 | 8% | ? | 7.6% | 0% | 0% | ? | 0%
NS(=O)(=O)c1ccc(CCNC(=O)c2cccc3ccccc23)cc1 | 4% | -2% | -1% | 7 | 6% | -5% | -0.5% | 1% | -1% | 9% | 3%
O=c1cc(-c2ccc3c(c2)OCCO3)oc2ccc(Cl)cc12 | -4% | -11% | -19% | -2 | 12% | 5% | -0.1% | -1%[46.1 µM] | -3% | ? | 0%
CCc1ccc2nc(N(CCCN(C)C)C(=O)c3ccc(S(=O)(=O)N(C)C4CCCCC4)cc3)sc2c1 | 1% | -18% | -14% | 18 | ? | -17% | -0.2% | -2% | ? | -8% | -1%
CCCOc1ccc(Oc2cc(C)nc(SC)n2)nn1 | 0% | -2% | 23% | 16 | -23% | -1% | -0.2% | . | -2% | 26% | -1%
O=C(NC(NC(=S)Nc1cccc(C(=O)O)c1)C(Cl)(Cl)Cl)OCc1ccccc1 (configuration not stated) | 8% | -4% | 4% | 8 | 8% | 10% | -1.5% | 1%[46.1 µM] | -1% | 15% | 3%
CCOC(=O)Cn1c(O)c(N=NC(=O)OC)c2ccccc21 | 2% | 0% | 18% | 7 | 9% | -1% | -0.7% | 4% | -1% | 4% | 5%
C=C1c2ccccc2O[C@H](C(=O)OCC)[C@H]1OC | 3% | . | -8% | 23 | 2% | 12% | -0.9% | -4%[46.1 µM] | -5% | 3% | 2%
Cc1ccc(N2CC(C(=O)Nc3nnc(C(C)C)s3)CC2=O)cc1 (configuration not stated) | 1% | -2% | 13% | -8 | -1% | 0% | -0.1% | -18% | -4% | 0% | -5%
COc1ccc(NC(=O)CSCC(=O)N(C)CC(=O)Nc2c(C)cccc2C)cc1 | -1% | -5% | -8% | 0 | -3% | -3% | 0.2% | -3% | -3% | 7% | 2%
Cc1ccc(N2C(=O)CC(Sc3ncn[nH]3)C2=O)cc1C (configuration not stated) | 16% | -25% | -23% | 8 | ? | -2% | 0.0% | 0% | -5% | -7% | -9%
COc1ccc2nc(SCC(=O)NCc3ccccc3)[nH]c2c1 | 2% | 2% | -13% | 6 | -16% | 8% | 0.0% | 2% | -3% | -3% | -1%
CN(C)S(=O)(=O)c1ccc(C(=O)Nc2cccnc2)cc1 | 3% | 0% | -4% | -5 | ? | 1% | -0.7% | -12% | -12% | -3% | 4%
Cc1nc2nc(SCC(=O)NCCCN3CCCCC3)nn2c(C)c1Cc1ccccc1 | -5% | -7% | 13% | 0 | 7% | 3% | 0.2% | 2% | -4% | 0% | 0%
CCCCN1CCc2c1nc1ccc(Br)cc1c2N | 3% | 0% | 13% | 1 | ? | 10% | 0.2% | 0% | 1% | -13% | 3%
Cc1ccc(OCc2nnc(SCC(=O)c3ccccc3)n2Cc2ccco2)cc1 | -4% | 20% | -11% | -1 | -10% | 3% | -0.3% | 1% | 0% | ? | 1%
N#CC1c2ccccc2C=CN1C(=O)c1ccccc1 (configuration not stated) | 6% | 5% | 3% | -6 | ? | -2% | -0.5% | 0% | -11% | -1% | 0%
COc1ccccc1Oc1ccc2c(c1)C(=O)N(c1ccc(Br)c3cccnc13)C2=O | -6% | 0% | -12% | 22 | 3% | . | -0.3% | 7% | -1% | ? | -2%
NS(=O)(=O)Oc1ccccc1 | -1% | 2% | ? | 4 | -3% | 3% | 0.3% | -8% | -3% | -1% | 2%
O=C(O)c1cc(/C=C/c2ccc(N3CCOCC3)c([N+](=O)[O-])c2)nc2ccccc12 | 4% | -5% | -4% | -2 | -5% | ? | -0.1% | 1% | -3% | ? | 0%
COc1cc(O)c(C(=O)O)c(CCc2ccccc2)c1 | -1% | . | 4% | -8 | -1% | 6% | -0.3% | -1%[46.1 µM] | -5% | 3% | 0%
C[C@H](NC(=O)c1nc[nH]c1C(=O)N[C@@H](Cc1ccccc1)C(=O)OC(C)(C)C)C(=O)OC(C)(C)C | -2% | -16% | -20% | -10 | 4% | ? | -0.4% | -3% | ? | ? | -14%
O=C(COc1ccccc1)Nc1nnc(S(=O)(=O)Nc2ccccc2)s1 | -6% | -1% | -3% | -27 | -6% | -5% | 0.2% | 8% | 0% | -1% | 0%
CCCOc1ccc(NC(=O)OC2CCN(C)CC2)cc1 | -1% | -25% | -1% | 0 | ? | 4% | -1.0% | -20%[46.1 µM] | -1% | ? | 2%
Cc1[nH]c(C)c(S(=O)(=O)N2CCN(c3ccccc3F)CC2)c1C(=O)N1CCCCC1 | -2% | 4% | 2% | 3 | 3% | 0% | -0.3% | 3% | -2% | 30% | 3%
CC(=O)N1CCN(C2=NC(=O)/C(=C\c3cccs3)S2)CC1 | 0% | 8% | 3% | -21 | 3% | 3% | -0.2% | 1% | 0% | 5% | 1%
CC(C)C(=O)NS(=O)(=O)c1ccc(N)cc1 | 2% | -3% | 17% | -2 | 2% | 1% | -0.1% | -8% | 0% | 6% | 1%
O=C1OC(Nc2ccc(Br)cn2)c2ccccc21 (configuration not stated) | 1% | 2% | 14% | 3 | 4% | 1% | 0.1% | -2% | -5% | -1% | 0%
CC(C)C(=O)Nc1ccc2c(c1)nc1n2CCSC1 | -2% | 2% | -29% | 3 | ? | 3% | -0.4% | 1% | -2% | ? | -6%
CC1CCCCN1CCNC(=O)c1ccc2c(=O)n(Cc3ccc(Cl)cc3)c(=S)[nH]c2c1 (configuration not stated) | 1% | -12% | -5% | 0 | ? | -10% | -0.2% | -1% | 0% | ? | -2%
Cc1nc(NC(=O)CSc2nnc(-c3ccncc3)n2C)sc1C | 1% | -2% | -11% | . | 1% | 2% | 0.1% | 12% | -7% | 8% | 1%
COc1ccc(C(=O)NCCc2ccccn2)cc1S(=O)(=O)Nc1ccc(Br)cc1 | -12% | -3% | 27% | -2 | ? | -4% | 0.0% | 4% | 1% | 0% | -1%
CCOC(=O)N/N=C(C)/C=C/c1ccccc1 | 4% | -11% | 5% | -10 | -2% | -2% | -0.3% | -2%[46.1 µM] | 1% | ? | 0%
Cc1cc(C(=O)NNC2CC(=O)N(c3ccc4ccccc4c3)C2=O)c(C)o1 (configuration not stated) | 9% | 9% | 1% | -1 | ? | -1% | 0.2% | -3% | 1% | -1% | 3%
COC(=O)c1ccccc1NC(=O)c1cc(C)no1 | 2% | -3% | -1% | -29 | 0% | 3% | -0.1% | 3% | -14% | -3% | 1%
Cc1cc(=O)[nH]c(SCC(=O)Nc2ccc3c(c2)OCCO3)n1 | -1% | 5% | 5% | -3 | ? | -1% | 0.1% | 4% | -6% | ? | 0%
O=C(NC1CCCN(Cc2ccc(Cl)cc2)C1)c1ccccc1-c1ncc[nH]1 (configuration not stated) | -5% | 1% | 12% | -6 | -2% | -10% | 0.2% | 4% | -5% | 14% | 3%

Profiles as entered above. Order of values: Tb PFK inh | Mito fusion act | Eya2 phos inh | TSHR antagonist | Chronic BCR inh | uPA generation | B2AR arrestin | TCR activator | PTAP TSG101 blk | ELG1 DNA repair | USP2a block
Entry for O=C(COc1ccccc1)Nc1nnc(S(=O)(=O)Nc2ccccc2)s1 → -6% | -1% | -3% | -27 | -6% | -5% | 0.2% | 8% | 0% | -1% | 0%
Entry for NS(=O)(=O)Oc1ccccc1 → -1% | 2% | ? | 4 | -3% | 3% | 0.3% | -8% | -3% | -1% | 2%
